# ABHD5 PLIN5 PPI – ABHD5-PLIN5 interaction inhibitors, primary screen, cell lysate, split luciferase complementation, luminescence; Perilipin-5 (Homo sapiens) + 1-acylglycerol-3-phosphate O-acyltransferase ABHD5 (Homo …; 360,000 compounds, 0.78% hits; Split G. princeps luciferase complementation, 4 h; inhibition, % at 4 µM;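 active = inhibition above the mean inhibition across every tested compound plus 3 SD, cut at about 22% in these data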;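 also: 0% = DMSO only wells and the 100% control is not disclosed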
# HTR2A ag – mouse Htr2a agonists via beta-arrestin recruitment, primary screen, cell-based, luminescence; CHO-K1 mHTR2A beta-arrestin complementation; percent of 30 µM serotonin response; activation, % at 7.6 µM; 360,000 compounds, 0.66% hits; AID 624169, 2012; 5-hydroxytryptamine receptor 2A (Mus musculus), P35363;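 active = activation above a run cutoff, the mean activation of all tested compounds plus 3 SD, cut at about 14% in these data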;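 also: 0% = plate median of compound wells and 100% = 30 µM serotonin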
# iPSC survival up – enhancers of single-cell hiPSC survival, primary screen, ATPlite luminescence; 360,000 compounds, 0.044% hits; survival enhancement, % at 20 µM; 100% = ROCK inhibitor wells, 0% = DMSO; in the data active = survival enhancement above about 18%;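 also: cells exposed to compounds for 16 hours before the ATP read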
# Granule exo inh – LAMP-1 surface exposure blockers, TALL-104 cells – cell-based, flow cytometry, MLPCN library, primary screen | TALL-104 LAMP-1 surface exposure; cells stimulated with thapsigargin and PMA | inhibition, % at 10 µM | 360,000 compounds, 0.66% hits | AID 651702, 2012;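 active = inhibition above about 55%, limit read from the data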
# aDG glyco up – activators of alpha-DG glycosylation, primary screen, uHTS, Pro5-aDG cells, AlphaScreen | 360,000 compounds, 0.22% hits | alpha-DG glycosylation AlphaScreen (IIH6); 0% Pro5, 100% B10-LARGE cell signal | AID 624168, 2012 | activation, % at 10 µM;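 active = activation of at least 8% versus controls, or a plate z-score of at least 8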;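 also: Pro5 are CHO cells carrying HIG-tagged alpha-DG that lacks glycosylation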
# Glyco luc inh – increase of ERlucT glycosylation luciferase signal, primary screen, N-linked glycosylation inhibitor project, D54 ERlucT cells, luminescence, set 2; D54 ERlucT glycosylation luciferase reporter, 24 h; percent of 100 nM tunicamycin response; reporter increase, % at 12.5 µM; 360,000 compounds, 0.23% hits; AID 588692, 2011;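 active = mean luciferase reporter signal, scaled so untreated is 0 and the glycosylation-blocking control 100, at or above a set limit in every replicate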;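 also: luciferase carries N-glycosylation sites so blocking glycosylation raises the light; 0% = median of neutral control wells and 100% = median of 100 nM tunicamycin wells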
# MC4R ag barr – MC4R agonists recruiting beta-arrestin, primary screen, cell-based, luminescence, agonist arm of biased-ligand search | activation, % at 8.9 µM | 360,000 compounds, 0.98% hits | Melanocortin receptor 4 (Homo sapiens), P32245 | U2OS MC4R beta-arrestin complementation; percent of melanotan II response, DMSO zero;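 active = activation above a per-plate cutoff, the mean activation of sample wells on that plate plus 3 SD, cut at about 8% in these data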
# ABCB6 inh MLPCN – ABCB6 transporter inhibitors, primary screen, K562-ABCB6 cells, flow cytometry, MLPCN library | 360,000 compounds, 0.19% hits | AID 602162, 2011 | fluorescence ratio to DMSO, % at 10 µM | ATP-binding cassette sub-family B member 6 (Homo sapiens), Q9NP58 | K562-ABCB6 porphyrin accumulation, 1 h; stronger effect = lower value;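 active = fluorescence ratio to DMSO below 75%, the collection mean minus 3 SD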;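 also: signal is porphyrin accumulated inside mitochondria; 100% equals median channel fluorescence of DMSO control wells; lower ratio means ABCB6 inhibition with less porphyrin fluorescence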
# Target sequence (Q9NP58 whole entry, looked up): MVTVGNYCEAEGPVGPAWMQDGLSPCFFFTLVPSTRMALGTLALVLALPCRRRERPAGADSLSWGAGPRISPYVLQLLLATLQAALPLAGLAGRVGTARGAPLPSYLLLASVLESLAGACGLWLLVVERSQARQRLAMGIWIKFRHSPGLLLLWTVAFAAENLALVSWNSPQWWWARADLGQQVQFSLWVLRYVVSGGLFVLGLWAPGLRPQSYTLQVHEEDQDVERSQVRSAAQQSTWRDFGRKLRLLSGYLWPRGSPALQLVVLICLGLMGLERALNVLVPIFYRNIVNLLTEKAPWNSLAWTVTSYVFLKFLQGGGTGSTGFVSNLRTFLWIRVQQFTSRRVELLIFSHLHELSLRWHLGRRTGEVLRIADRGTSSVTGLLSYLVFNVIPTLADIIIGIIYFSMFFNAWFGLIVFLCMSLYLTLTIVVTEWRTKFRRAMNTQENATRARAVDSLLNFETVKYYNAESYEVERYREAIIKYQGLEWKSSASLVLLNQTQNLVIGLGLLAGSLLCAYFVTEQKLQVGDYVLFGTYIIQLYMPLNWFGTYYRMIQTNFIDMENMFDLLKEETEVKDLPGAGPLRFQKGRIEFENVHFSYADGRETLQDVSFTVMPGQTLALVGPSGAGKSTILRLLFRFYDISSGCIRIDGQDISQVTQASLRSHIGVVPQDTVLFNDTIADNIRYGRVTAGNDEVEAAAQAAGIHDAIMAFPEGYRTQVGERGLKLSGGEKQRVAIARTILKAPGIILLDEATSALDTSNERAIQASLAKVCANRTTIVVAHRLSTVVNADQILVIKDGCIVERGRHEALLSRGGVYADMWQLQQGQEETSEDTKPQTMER
# MC4R antagonist – MC4R antagonists of cAMP signaling, primary screen, cell-based, TR-FRET, antagonist arm of biased-ligand search; MC4R-expressing cells, MTII-stimulated cAMP, LANCE TR-FRET; inhibition, % at 6.5 µM; Melanocortin receptor 4 (Homo sapiens), P32245; 360,000 compounds, 0.48% hits; AID 540295, 2011;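 active = inhibition above its plate's cutoff, the mean of tested wells on that plate plus 3 SD, cut at about 29% in these data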;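 also: 0% = Melanotan II alone and 100% = Melanotan II plus saturating MCL0020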
#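 System: U2OS-MC4R stable cell line; Technique: Eu-cAMP/anti-cAMP TR-FRET, emission 671 nm; Repeats: single well per compound; Also added: Melanotan II; Dosing: one concentration, 6.5 µM nominal; Schedule: 30-min compound, 1-h challenge, 1-h detection, room temperature.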
# H9c2 protect – cardioprotection against H2O2-induced cell death, primary screen, uHTS, H9c2 cells, ATPLite luminescence; protection from H2O2 cell death, % at 20 µM; AID 588492, 2011; 360,000 compounds, 0.63% hits; H9c2 cardiomyocytes, H2O2 injury protection, 2 h;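 active = compounds giving at least 50% protection of heart cells from peroxide-induced death in the single-dose screen, raw or plate-pattern-corrected value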;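 also: 0% = DMSO wells with peroxide and 100% = DMSO wells without peroxide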
# The depositor's hits bear a star. Rows are unselected (roughly 4.5% active in at least one column).
structure	ABCB6 inh MLPCN	aDG glyco up	Glyco luc inh	H9c2 protect	iPSC survival up	ABHD5 PLIN5 PPI	MC4R ag barr	MC4R antagonist	HTR2A ag	Granule exo inh
CN(Cc1cnccn1)C(=O)CC1C(=O)NCCN1CC(c1ccccc1)c1ccccc1 (stereo not drawn)	99	0.0	2	-3	-0.4	15	-0.5	-3	1	-1
Cc1cc(C)c(S(C)(=O)=O)c(Oc2cccc(Cl)c2)n1	97	0.2	0	-2	8.4	-3	-1.5	-3	-2	0
O=C(NCCc1ccc(F)cc1)c1ccc([N+](=O)[O-])cc1	101	-0.1	-3	-6	1.0	-7	-1.2	10	1	0
O=C(CN1C(=O)c2ccc([N+](=O)[O-])cc2C1=O)NC1CCCCCC1	98	0.5	3	7	0.2	-5	-3.7	4	3	5
CC(C)(C)OC(=O)N(CCc1ccccc1)Cc1cccc(OCc2cccc(NC(=O)C3CCC3)c2)c1	97	-0.1	-5	2	-3.2	-2	0.8	-3	2	1
COc1ccc(CC(=O)N2CCNC2=O)cc1	102	-0.5	2	2	-0.6	-7	-2.9	3	2	0
COc1ccccc1N1CCN(C2CCCN(C(=O)c3csc(C)n3)C2)CC1 (stereo not drawn)	98	-0.4	1	5	0.5	3	-2.4	6	-4	-1
COc1ccc([N+](=O)[O-])cc1NC(=O)C(C)OC(=O)C1CCC1 (stereo not drawn)	99	-0.1	0	-1	-0.4	5	-1.8	13	-5	-2
Cc1nc(SCC(=O)NC(C)(C)C)c2c(-c3cccs3)csc2n1	98	-0.7	0	1	1.6	4	-0.8	3	-4	-1
CC(C)CCNC(=O)COc1ccc(N(C)S(=O)(=O)c2ccc(F)cc2)cc1	96	-0.2	-3	0	0.0	-7	-0.2	-1	-4	8
O=C(COc1ccc2ccc(=O)oc2c1)N1CCc2ccccc21	91	-0.1	3	13	0.5	1	0.8	6	3	-4
CCCCCC(O)(c1ccc(OCC)cc1)C(CN1CCOCC1)c1ccccc1 (stereo not drawn)	99	0.1	-11	-17	-0.2	-3	1.1	18	-10	6
C=CCNc1cc(F)ccc1S(=O)(=O)NCC=C	100	-0.1	0	-7	-0.3	-3	-1.0	0	5	2
CN1CCN(S(=O)(=O)c2cccc(S(=O)(=O)c3ccc(Cl)cc3)c2)CC1	101	0.1	-3	-3	0.5	-3	0.1	14	2	-1
Cc1cc(-c2ccc(C(C)C)c(S(=O)(=O)N3CCC(C)CC3)c2)on1	102	-0.1	-3	-7	0.1	10	-3.5	14	11	7
Brc1ccccc1-n1nnc(-c2cnc3ccccc3c2)n1	101	-0.3	-16	-10	6.0	-7	-0.3	-1	0	-2
CCn1c(SCC(=O)c2ccc(F)cc2)nnc1-c1ccoc1C	94	0.6	-2	-4	-2.4	1	-0.7	11	1	-2
CC(C(=O)Nc1cccc([N+](=O)[O-])c1)N(c1ccccc1)S(C)(=O)=O (stereo not drawn)	101	-0.5	2	-5	2.0	9	0.5	8	-3	-1
CCNc1nc(NC(C)C)nc(SCCOc2ccc(C)cc2)n1	107	0.2	-6	-29	1.2	-13	-0.3	-2	-1	23
CC(C)(C)OC(=O)N1CCN(C(=O)Cn2cc(CCO)nn2)CC1	98	-0.2	4	3	-0.2	0	0.4	1	2	18
Cc1ccc(NS(=O)(=O)c2cccc3cccnc23)cc1Cl	94	0.2	-4	-1	1.1	-4	-0.8	-2	-4	-12
COc1ccccc1NC(=S)NC1CCCCCC1	91	0.9	-2	-5	-0.9	-8	-1.5	3	2	-1
Cc1cc(Br)ccc1NC(=O)CNC(=O)c1cnn(C)c1	101	-0.2	-1	9	-0.3	6	-2.0	1	-2	3
COc1ccc(CC2(CO)CCN(C(C)Cc3ccc(Cl)cc3)CC2)cc1 (stereo not drawn)	99	1.8	-2	0	-2.5	-2	-1.5	4	-9	6
CC(C)c1c(C(=O)N/N=C/c2ccco2)nnn1-c1nonc1N	107	-0.1	-1	2	0.9	-2	-2.7	6	1	-12
O=C(/C=C/c1cccs1)N1CCC2(CC1)Oc1ccc(Cl)cc1C(=O)C21CC(c2cccnc2)=NO1 (stereo not drawn)	93	-0.2	2	14	0.5	1	-0.7	29*	4	6
Cc1ccc(-c2nc3ccccc3o2)cc1NC(=S)NC(=O)c1cc2ccccc2o1	94	-0.3	0	-10	-1.0	1	17*	1	-1	-6
O=C(CCCCCNC(=O)c1ccccc1)N/N=C/c1ccccc1O	92	-0.2	-2	48	2.1	4	0.4	0	2	3
Cc1nc(SCC(=O)Nc2ccc3c(c2)OCCO3)c2oc3ccccc3c2n1	107	-0.1	-1	1	-1.7	1	0.6	2	-3	-1
Cn1c(=O)nc2n(Cc3ccccc3)c3ccccc3cc-2c1=O	105	-0.1	2	6	2.1	-3	-1.7	-8	5	41
Cc1cccc(N(CC(=O)NCC2CCCO2)C(=O)CCC(=O)Nc2cc(C)on2)c1 (stereo not drawn)	83	0.4	0	3	-2.3	4	-0.5	3	4	-1
CCOc1ccc(CNC(=O)c2nnc(CS(=O)(=O)c3ccccc3)o2)cc1OC	100	-0.3	0	0	0.7	11	-1.6	8	4	-3
COc1ccccc1NC(=O)c1ccc2c(c1)CCN2S(C)(=O)=O	91	-0.1	0	0	0.1	6	0.6	2	7	0
CN(C)CCCN(Cc1ccccc1)C(=S)Nc1ccc(F)c(Cl)c1	99	3.2	1	2	-0.6	16	2.0	4	-6	0
Cn1c(=O)c2c(nc(NCCCO)n2Cc2cccc(C(F)(F)F)c2)n(C)c1=O	101	0.0	1	8	-7.2	-8	-1.9	1	-2	17
Cc1cccc(CSc2nnc(-c3ccco3)o2)c1	99	-0.4	1	-4	-0.9	-2	-3.9	-2	0	-2
O=C(COc1ccccc1F)OCC(=O)N1CCc2ccccc21	102	-0.3	1	4	0.1	5	1.3	9	5	2
O=C(CCn1nnc2ccccc2c1=O)N[C@H](C(=O)O)c1ccccc1	87	0.1	1	-2	-1.5	-2	-2.8	14	0	-4
COc1cccc(CNC(=O)C2CCN(S(=O)(=O)N3CCC(C)CC3)CC2)c1	103	0.0	-2	-8	-0.2	2	0.1	20	0	1
Cc1cc(C)cc(NC(=O)Cn2nnc(C(=O)NCCc3ccccc3)c2N)c1	108	0.2	1	-6	-0.3	7	1.4	0	7	-8
CCc1ccc(NC(=O)C2CCN(c3ncnc4c3nc3n4CCCCC3)CC2)cc1	92	0.3	-6	-6	0.9	-2	-1.2	7	3	10
COc1cccc(OC)c1OCCNCC1CSc2ccccc2O1 (stereo not drawn)	112	0.0	0	-14	-0.5	1	2.8	3	5	-2
COc1ccccc1C(CNC(=O)c1cccc(NS(=O)(=O)c2ccc(C)c(F)c2)c1)N1CCCC1 (stereo not drawn)	102	0.0	-4	9	-0.5	-8	-0.8	2	-9	2
CC(=O)c1cccc(NC(=O)COc2nsnc2N2CCOCC2)c1	106	-0.1	1	10	1.0	5	-0.4	13	4	2
Cc1ccc2nc(SCC(=O)Nc3ccccc3N3CCOCC3)c(C#N)cc2c1	101	-0.2	12	-13	-4.0	7	-2.4	2	2	1
C[C@H]1CCC(=O)N([C@H](COc2ccccc2)Cc2ccccc2)CC1	95	0.3	-2	-3	-1.7	5	-0.4	4	0	-2
COc1ccc(N2C(=O)CC(c3ccc(OC(C)C)cc3)C2=O)cc1 (stereo not drawn)	95	1.9	1	-16	2.3	-5	0.1	3	-3	6
O=C(c1cc2c(F)cccc2s1)N1CCCC1	95	0.5	-1	-2	1.2	2	-1.7	21	3	-3
CC(NC(=S)NC(=O)c1ccccc1Br)c1ccccc1 (stereo not drawn)	98	0.1	3	-9	1.7	2	-1.0	0	-1	-17
COc1ccc(-c2nnc(SCC(=O)N3CCOCC3)n2C)cc1OC	97	0.1	0	6	-0.3	-5	-1.0	-1	-3	0
COc1cc(/C=C2\S/C(=N/S(=O)(=O)c3ccccc3)NC2=O)c([N+](=O)[O-])cc1OC	100	-0.1	0	18	-2.8	-14	-3.3	-5	-6	-3
COc1ccc(NC(=O)C2CCCO2)cc1 (stereo not drawn)	101	-0.1	4	0	-5.6	2	-1.0	13	-2	-1
COc1cccc(Nc2n[nH]c(=S)s2)c1	102	0.2	3	-6	0.3	-14	-1.0	18	2	2
c1ccc(C2Nc3ccccc3-c3nc4ccccc4n32)cc1 (stereo not drawn)	95	1.0	2	-8	-1.0	5	-0.6	-1	1	-1
O=C(O)C1CC=CCC1C(=O)N1CCc2ccccc21 (stereo not drawn)	86	-0.3	0	-5	-2.9	-2	-0.6	10	3	-1
CC(CNS(=O)(=O)c1cc(Cl)ccc1Cl)CN(C)C (stereo not drawn)	102	0.0	1	6	-3.1	1	-0.5	2	-2	6
Cc1ccccc1C(=O)NCC(=O)NCC1(N2CCOCC2)CCCCC1	98	-0.2	-1	11	-0.4	-3	-0.9	5	2	-5
O=C(c1cccc([N+](=O)[O-])c1)c1ccc2c(c1)OCCOCCOCCO2	94	0.0	3	-1	-0.1	-5	-0.8	2	7	2
CNC(=O)[C@@]1(Cc2ccccc2)C=C[C@@H](C)N1C(C)=O	99	0.0	0	-3	-2.8	5	-0.3	1	9	-2
c1ccc(COc2cccc(-c3cc4nc(NCc5cccs5)ccn4n3)c2)cc1	93	0.6	-1	-4	0.2	-11	5.9	15	-3	2
COCCNC(=O)C(=O)Nc1cc2c3c(c1)CC(=O)N3CCC2	92	-0.2	0	6	1.8	3	-1.9	-5	0	1
CC(=O)N/C(=C\c1ccccc1)C(=O)Nc1ccc(O)cc1	105	-0.3	6	-2	-0.2	3	-2.1	-2	0	-20
Cc1ccc(Cl)cc1N(CC(=O)NCc1ccc2c(c1)OCO2)S(C)(=O)=O	96	0.5	-3	-10	0.9	4	-0.3	22	-1	-2

# Screening data: PubChem BioAssay, several laboratories
